# mHTT-CaM PPI inh: inhibitors of human mutant huntingtin-calmodulin interaction. P42858. AlphaScreen His-mHTT/GST-CaM binding, luminescence. inhibition, % at 15 µM. 3.6% of 190,000 active. AID 1671202;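 further: 0% = both proteins with DMSO and 100% = one protein alone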
# Pf apPOL inh: Pf-apPOL DNA polymerase inhibition; Recombinant Pf-apPOL, molecular beacon fluorescence, 1.5 h; inhibition, % at 10 µM; 0.25% of 210,000 active
# The depositor's hits bear a star; x = not tested or not shown. No stated cut-off is given here; in the data, active means inhibition above about 50%; inactive means the rest. This is a subset; count on the stated rates, not on these rows.
SMILES,mHTT-CaM PPI inh,Pf apPOL inh
O=C(Nc1nnc(CCS(=O)(=O)c2ccc(Cl)cc2)s1)c1ccc([N+](=O)[O-])cc1,0.0,1.6
O=[N+]([O-])c1ccc(N2CCCC2)cc1Sc1nc2ccccc2[nH]1,8.0,-0.9
CCCc1nc2oc(C(=O)c3ccccc3)c(N)c2c2c1COC(C)(C)C2,-8.0,8.8
Cc1nc(N2CCC(C(N)=O)CC2)nc(NCc2ccco2)c1[N+](=O)[O-],-8.1,-9.6
O=C(Nc1ccc(F)cc1F)N1CCC(n2c(-c3ccco3)nc3cccnc32)C1 (centres undefined),-0.3,-0.8
Cc1onc(-c2ccccc2Cl)c1C(=O)Nc1ccc2c(c1)OCCO2,1.5,6.1
CCN(CC)CCSc1nc2cc(C)c(C)cc2[nH]1,25.0,-3.2
COc1cccc(N(C2C=CS(=O)(=O)C2)S(=O)(=O)c2ccc(C)cc2)c1 (centres undefined),12.0,-12.1
O=C(CN1C(=O)CCC1=O)NCC(O)C1CCCCC1 (centres undefined),-0.4,-6.1
Cc1nc(C(=O)NC2CCCCC2)c(C)o1,-6.3,2.0
O=C1c2ccccc2CCC1C1(O)C(=O)Nc2ccccc21 (centres undefined),-3.7,-9.7
COc1cccc(C(O)CN2CCN(c3ccccc3OC)CC2)c1 (centres undefined),5.0,1.0
N#Cc1c(C(F)(F)F)cc(-c2cccs2)nc1SCC(=O)Nc1ccccc1,-13.0,12.2
Nc1nc(-c2ccco2)nc(-c2ccco2)n1,-4.4,3.3
CCS(=O)(=O)N1CCN(C(=O)c2cccc(F)c2)CC1,5.9,-8.4
O=C(CCc1ccccc1)Nc1ccc(N2CCCN(C(=O)C3CC3)CC2)cc1,4.7,-10.4
Cc1ccc(C2C(C#N)=C(N)Oc3n[nH]c(C(F)(F)F)c32)cc1 (centres undefined),-3.0,-3.2
O=C(NC(Cl)C(Cl)(Cl)Cl)c1ccc(F)cc1 (centres undefined),28.0,-9.4
Cc1cc(C)c([N+](=O)[O-])c(S(=O)(=O)c2ccccc2)c1,x,-3.5
O=C(CCC1CCN(c2cc(NC3CC3)ncn2)CC1)Nc1ccccc1,6.0,-1.7
CC1CCCN(S(=O)(=O)c2ccc(C(=O)Nc3nnc(-c4ccc(F)cc4)o3)cc2)C1 (centres undefined),3.0,-72.7
COCCNC1=NCCNC12CCN(S(=O)(=O)c1ccc(NC(C)=O)cc1)CC2,-5.6,-1.4
Cc1ccc(N2CCN(C(=O)C3CCc4sc(C(=O)N(C)C)cc4C3)CC2)cc1 (centres undefined),14.1,-0.4
COc1ccc(NC(=O)C2CCc3nc(N4CCN(C(C)=O)CC4)sc3C2)c(C)c1 (centres undefined),23.2,1.6
CCC(=O)N1CCN(c2ccc([N+](=O)[O-])c(NCc3ccco3)c2)CC1,7.2,-7.1
C[C@H]1[C@@H](OC(=O)N2CCOCC2)CC[C@@]23CCCN2C(=O)CCC[C@@H]13,-0.1,-8.0
Cc1cc(C(=O)O)ccc1-c1ccc(/C=C2\NC(=O)N(Cc3ccc(F)cc3)C2=O)o1,30.0,0.0
Cc1cc(C)c(CNC(=O)c2cn3c(n2)CN(CC(C)C)CC3)c(C)c1,70.7*,-0.5
Cc1cccc(NC(=O)N2CCC3(C2)C(=O)Nc2ccccc23)c1 (centres undefined),0.2,-4.7
CS(=O)(=O)Nc1ccccc1C(=O)N1CCCC1,-2.1,0.3

# Pulled one by one from the entries so far:
SMILES,mHTT-CaM PPI inh,Pf apPOL inh
CC1CCCN(S(=O)(=O)c2ccc(C(=O)Nc3nnc(-c4ccc(F)cc4)o3)cc2)C1 (centres undefined),3.0,-72.7
C[C@H]1[C@@H](OC(=O)N2CCOCC2)CC[C@@]23CCCN2C(=O)CCC[C@@H]13,-0.1,-8.0
CS(=O)(=O)Nc1ccccc1C(=O)N1CCCC1,-2.1,0.3
Cc1cccc(NC(=O)N2CCC3(C2)C(=O)Nc2ccccc23)c1 (centres undefined),0.2,-4.7
Cc1cc(C)c(CNC(=O)c2cn3c(n2)CN(CC(C)C)CC3)c(C)c1,70.7*,-0.5

# Carrying on:
SMILES,mHTT-CaM PPI inh,Pf apPOL inh
CCc1cc(C(=O)Nc2ccc(F)cc2)no1,-8.5,-5.2
NC(=O)c1c(NC(=O)C2CC=CCC2C(=O)O)sc2c1CCCCCC2 (centres undefined),-1.4,-1.8
CCc1ccc(C(=O)c2ccccc2C(=O)O)cc1,-6.1,-24.3
COc1ccc2cc(C3CC(c4ccccc4)=NN3C(C)=O)c(Cl)nc2c1 (centres undefined),1.0,7.5
O=C(Nc1ccccc1)c1cc2c(s1)CN(C1CC1)C2,2.1,-1.7
CN(C)C(CNC(=O)c1c(F)cccc1F)c1cccc2ccccc12 (centres undefined),-7.7,-1.3
O=C(Nc1cccc(Cl)c1)c1c(O)c2cccnc2n(-c2ccccc2)c1=O,-2.4,-4.2
COc1ccc(-c2nc(CNC(=O)c3ccc(-n4cccn4)nn3)cs2)cc1,-11.3,0.7
O=C(Nc1nc(C(=O)NCc2ccc(OCc3ccccc3)cc2)co1)c1ccsc1,40.5,-12.0
CC(=O)NCCc1ccc(S(=O)(=O)N2CCCC2C(=O)O)cc1 (centres undefined),-3.6,-1.7
Cc1ccc(C(=O)Nc2sc(C)c(C)c2C(N)=O)cc1[N+](=O)[O-],11.4,-4.5
O=C(NC1CCCCCCC1)c1c(Cl)cccc1Cl,2.2,-3.8
CCC(=O)N1CCc2sc(C(=O)NCc3cccs3)cc2C1,5.5,-1.0
CCn1c(=O)[nH]c2cc(OC)c(OC)cc2c1=O,5.5,-6.3
CC(C)(C)N=C1Nc2ccccc2CNC12CCN(C(=O)c1n[nH]c3c1CCCC3)C2 (centres undefined),9.7,-0.2
COc1ccc(-c2cc3ccc(OC(=O)c4ccco4)cc3oc2=O)cc1OC,-3.6,-9.9
OC(Cc1nc2ccccc2[nH]1)c1ccccc1Cl (centres undefined),-1.0,4.0
O=C(c1cn2c(n1)CCCC2)N1CCC2(CC1)OCCO2,3.0,-2.3
Cc1nc2ccccc2n1C1CC(=O)N(c2cccc(Cl)c2)C1=O (centres undefined),7.5,-1.8
O=C(O)CCCCCN1C(=O)CCC1=O,-6.7,-0.9
Cn1c(=O)c2cc(C(=O)N3CCN(C(=O)c4ccco4)CC3)sc2n(C)c1=O,-7.6,-3.7
Fc1ccc(Br)cc1SCCc1ccccn1,-32.0,-2.3
COc1cccc(CCCCCN(C)C(N)=O)c1,x,-5.4
O=C(CCc1c[nH]c2ccccc12)N1CCn2cnnc2C1,-6.9,-2.8
COCCN=C1Nc2ccccc2CNC12CCN(C(=O)c1ccc(OC)cc1)C2 (centres undefined),19.4,-4.6
O=C(NC1=NCCS1)c1cc2ccccc2o1,-2.3,-3.7
Cc1ccc(S(=O)(=O)n2cccc2)cc1,-12.5,-2.1
Cc1ccc(-c2noc(C3CCN(CC(=O)Nc4ccccc4C(F)(F)F)CC3)n2)cc1,-9.4,0.1
CCSc1nnc2n(-c3ccccc3)c(=O)c3c(C)c(C)sc3n12,6.0,-0.1
Cc1ccc(C(=O)N(Cc2cc(-c3ccc(C)c(C)c3)on2)C2CC2)cc1,-4.9,4.8

# In the list so far, these contain a CF3 group:
SMILES,mHTT-CaM PPI inh,Pf apPOL inh
N#Cc1c(C(F)(F)F)cc(-c2cccs2)nc1SCC(=O)Nc1ccccc1,-13.0,12.2
Cc1ccc(C2C(C#N)=C(N)Oc3n[nH]c(C(F)(F)F)c32)cc1 (centres undefined),-3.0,-3.2
Cc1ccc(-c2noc(C3CCN(CC(=O)Nc4ccccc4C(F)(F)F)CC3)n2)cc1,-9.4,0.1

# Reformatted field by field: 4 of the compounds above.
Structure: Cn1c(=O)c2cc(C(=O)N3CCN(C(=O)c4ccco4)CC3)sc2n(C)c1=O
  mHTT-CaM PPI inh: -7.6
  Pf apPOL inh: -3.7

Structure: Fc1ccc(Br)cc1SCCc1ccccn1
  mHTT-CaM PPI inh: -32.0
  Pf apPOL inh: -2.3

Structure: COc1cccc(CCCCCN(C)C(N)=O)c1
  mHTT-CaM PPI inh: x
  Pf apPOL inh: -5.4

Structure: O=C(CCc1c[nH]c2ccccc12)N1CCn2cnnc2C1
  mHTT-CaM PPI inh: -6.9
  Pf apPOL inh: -2.8

# Following part.
SMILES,mHTT-CaM PPI inh,Pf apPOL inh
CC(=O)Nc1nc(C)c(-c2csc(Nc3ccc(S(N)(=O)=O)cc3)n2)s1,52.1*,0.2
CC1CN(C(=O)c2cc(Cl)ccc2F)CC1c1nc(-c2ccncc2)no1 (centres undefined),0.4,-7.4
COc1ccc(CCNC(=O)c2ccc(C)c([N+](=O)[O-])c2)cc1,2.7,-2.7
CC(=O)Nc1cccc(NC(=O)C2CC3CCC2C3)c1 (centres undefined),-2.7,-10.0
Cc1ccc(NC(=O)c2ccc(Cn3cc(Br)cn3)o2)cc1,-3.0,-3.9
CC1(C)N=C(c2ccc(Cl)cc2)C(=O)N1CC(=O)Nc1ccccc1,-12.8,-1.7
CCN(CCCNC(=O)c1cn(CCOC)c(=O)c2c1c1ccccc1n2C)Cc1ccccc1,9.0,-1.0
O=C(COc1cccc2cccnc12)Nc1ccc(Oc2ccccc2)cc1,6.0,-1.0
CC(=O)NC1=NC(=O)/C(=C\c2ccc(-c3cccc(Cl)c3C)o2)S1,-2.0,-1.2
O=C1C2C3C=CC(CC3)C2C(=O)N1c1ccc(F)cc1 (centres undefined),-5.0,-2.3
COc1ccc(NC2=C(C)C(=O)CC2)cc1,-3.2,-2.0
N#CC1=CN(c2ccc(Cl)cc2F)c2cc(Cl)ccc2S1(=O)=O,-3.3,-2.3
CCSc1nnc(NC(=O)c2cc(S(=O)(=O)N3CCCCC3)ccc2Cl)s1,4.5,-6.8
O=C(c1cccs1)n1ccc(-c2ccc(C#Cc3ccccc3)s2)n1,x,-1.1
CCOC1=NN(c2ccc([N+](=O)[O-])cc2)C(=O)/C1=C/c1ccco1,44.0,-48.2
CCOc1cccc2nnc(NC(=O)c3ccccc3)n12,2.9,8.8
COc1ccc(C2=NOC(C(=O)NC(C)C)C2)cc1OC (centres undefined),-5.1,-1.0
CC(=NC1CC1)c1c(C)[nH]n(-c2nc3ccccc3s2)c1=O,-8.1,x
COc1cccc(NC(=O)c2c(F)c(F)c(C(=O)Nc3cccc(OC)c3)c(F)c2F)c1,-1.9,1.7
Cc1noc(C)c1S(=O)(=O)N1CCC(Cc2nc3cccnc3n2CC(C)C)C1 (centres undefined),5.1,11.0
CCn1c2ccccc2c2nnc(SCC(=O)Nc3cccc(C(F)(F)F)c3)nc21,4.0,11.4
CCOc1ccccc1C(=O)N1CCN(c2nc3ccncc3n(C)c2=O)CC1,1.6,4.2
CC(C)(C)N=C1Nc2ccccc2NC12CCCN(C(=O)c1ccc(C#N)cc1)C2 (centres undefined),36.1,1.4
CC(=O)NC1CCN(Cc2ccccc2C(F)(F)F)CC1CO (centres undefined),-4.1,-4.4
COC(=O)C(C)Oc1ccc2c(c1)OC(=Cc1ccc(F)cc1)C2=O (centres undefined),4.5,-8.7
O=C(c1ccccc1)c1ccc(/C=C/c2ccccn2)cc1,-13.6,-2.4
O=c1[nH]c2ccccc2c(O)c1-c1nc(-c2ccc(F)cc2)no1,-5.0,-3.1
CCOc1ccc(-n2ccnc2SCC(=O)Nc2cccc(C(F)(F)F)c2)cc1,28.0,-14.6
Cc1cc(/C=C2\SC(=O)N(C)C2=O)c(C)n1-c1ccc(Br)cc1F,-2.0,-1.8
Cc1ccc(C(=O)NCCc2cn(C)c3ncccc23)cc1,-3.9,1.1
Cc1nc2c(C(=O)NCCC(C)C)cnn2c(C)c1Cc1cccc(Cl)c1,-19.0,-9.5
CC1=C(C)CS(=O)N(S(=O)(=O)c2ccccc2)C1 (centres undefined),4.0,-4.8
Cc1ccccc1NC(=O)C1CCCN(c2cn[nH]c(=O)c2)C1 (centres undefined),-7.0,-0.4
CCOc1ccccc1CNC(=O)C1CCN(c2nccnc2Oc2ccccc2)CC1,1.2,-4.6
CC(C)(C)OC(=O)N1CCCC(C(=O)Nc2ccc(C(=O)N3CCCCC3)cc2)C1 (centres undefined),28.9,-0.2
Cc1ccc(CNC(=O)O[C@H]2CC[C@@]34CCCN3C(=O)CCC[C@H]4C2)cc1,3.8,-7.1
COc1ccc(OC)c(/C=C2/N=C(c3cccc(Br)c3)OC2=O)c1,27.0,-5.8
COc1cc(C=C2Oc3cc(OC(=O)c4ccc5c(c4)OCO5)ccc3C2=O)cc(OC)c1OC,1.2,-3.4
COc1ccc(C(=O)Oc2ccc3c(c2)OC(=Cc2cccnc2)C3=O)cc1,0.5,-2.2
Cc1cc(C)c(C(=O)CSc2n[nH]c(-c3ccco3)n2)c(C)c1,14.7,6.6
C=CCn1c(SC)nc(O)c(Cc2ccccc2)c1=O,-1.9,1.1
Cn1cc(C(=O)NCc2ccccc2Cl)c2c3ccccc3n(C)c2c1=O,7.0,-2.1
Cc1ccc(SCc2nccn2Cc2ccc(Cl)cc2)cc1,x,-5.1
Cc1ccc(C(=O)N2CCC(CCNC(=O)c3c(F)cccc3F)CC2)cc1,1.8,7.0
CCOc1nccnc1N1CCC(NC(=O)Cc2cccnc2)C1 (centres undefined),4.8,-1.5
O=C(Cc1ccccc1Cl)N1CCC2(CC1)NC(=O)N(Cc1ccc(Cl)cc1)C2=O,7.0,-4.7
Cc1ccc(C)c(NC(=O)N2CCc3nc(-c4ccc(Cl)cc4)ncc3C2)c1,-0.4,-5.0
COc1ccc(Br)cc1C1=N/C(=C/c2cccc(OC)c2OC)C(=O)O1,-6.0,-3.4
Cn1c(=O)c2c(nc(Cl)n2Cc2ccccc2Cl)n(C)c1=O,1.0,-2.3
COc1cccc(CNS(=O)(=O)c2cc(Br)ccc2Br)c1,-16.9,-3.8
O=C(Nc1ccncc1)c1cccnc1SCc1cccc([N+](=O)[O-])c1,25.0,-1.6
O=C(Nc1cccc2ccccc12)C1CCN(S(=O)(=O)c2ccc(Cl)s2)CC1,-4.2,-3.5
CC(C)CCNC(=O)c1ccn2c(-c3ccccc3)nnc2c1,-4.8,-7.0
